Screening data from PubChem.
esBAF inh – blocks esBAF chromatin remodeling in mouse ES cells | Bmi1-luciferase knock-in reporter, 24 h; 100% = twice the neutral-well signal | reporter increase, % at 12.5 µM | 350,000 compounds, 2% hits | AID 602393; in the data active = activation above about 40%;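 note: 0% = median of the plate's neutral control wells and 100% = double that signal; a rise in the Bmi1 reporter signal indicates esBAF inhibition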
GSIS activator – primary screen for activators of insulin secretion dependent on glucose, INS-1E cells, GLuc reporter luminescence. 370,000 compounds, 0.61% hits. activation, % at 16.6 µM. INS-1E GLuc reporter insulin secretion, 2-3 h;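 active = lowest replicate activation of at least 40%, so every replicate reaches that level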;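 note: 0% = median of neutral control wells and 100% = median of IBMX positive control wells; some compounds called inactive have numbers as strong as hits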
ARNT-TACC3 inh – disrupts binding between human ARNT and TACC3 | Q9Y6A5 | AlphaScreen His-ARNT PAS-B/GST-TACC3 binding, luminescence; TACC3 fragment carries E629A point mutation | inhibition, % at 9.99 µM | 390,000 compounds, 0.66% hits | AID 623870;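 active = mean inhibition of replicates at least 50% and at least half of replicates each reaching 50%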;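 note: 0% = complete ARNT plus TACC3 wells and 100% = ARNT alone without TACC3; many hits fall short of the cut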
ERAP1 HTS inh – blocks human ERAP1 aminopeptidase activity; Q9NZ08; recombinant ERAP1, Leu-AMC fluorescence, 60 min; inhibition, % at 10.7 µM; 340,000 compounds, 0.15% hits; AID 652197;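 active = mean replicate inhibition of at least 30%, or all replicates individually reaching that 30% level; inactive = mean below 30% and not every replicate reaching it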;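 note: 0% = neutral control wells and 100% = L-leucinethiol positive control wells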
Target sequence (Q9NZ08 whole entry, looked up): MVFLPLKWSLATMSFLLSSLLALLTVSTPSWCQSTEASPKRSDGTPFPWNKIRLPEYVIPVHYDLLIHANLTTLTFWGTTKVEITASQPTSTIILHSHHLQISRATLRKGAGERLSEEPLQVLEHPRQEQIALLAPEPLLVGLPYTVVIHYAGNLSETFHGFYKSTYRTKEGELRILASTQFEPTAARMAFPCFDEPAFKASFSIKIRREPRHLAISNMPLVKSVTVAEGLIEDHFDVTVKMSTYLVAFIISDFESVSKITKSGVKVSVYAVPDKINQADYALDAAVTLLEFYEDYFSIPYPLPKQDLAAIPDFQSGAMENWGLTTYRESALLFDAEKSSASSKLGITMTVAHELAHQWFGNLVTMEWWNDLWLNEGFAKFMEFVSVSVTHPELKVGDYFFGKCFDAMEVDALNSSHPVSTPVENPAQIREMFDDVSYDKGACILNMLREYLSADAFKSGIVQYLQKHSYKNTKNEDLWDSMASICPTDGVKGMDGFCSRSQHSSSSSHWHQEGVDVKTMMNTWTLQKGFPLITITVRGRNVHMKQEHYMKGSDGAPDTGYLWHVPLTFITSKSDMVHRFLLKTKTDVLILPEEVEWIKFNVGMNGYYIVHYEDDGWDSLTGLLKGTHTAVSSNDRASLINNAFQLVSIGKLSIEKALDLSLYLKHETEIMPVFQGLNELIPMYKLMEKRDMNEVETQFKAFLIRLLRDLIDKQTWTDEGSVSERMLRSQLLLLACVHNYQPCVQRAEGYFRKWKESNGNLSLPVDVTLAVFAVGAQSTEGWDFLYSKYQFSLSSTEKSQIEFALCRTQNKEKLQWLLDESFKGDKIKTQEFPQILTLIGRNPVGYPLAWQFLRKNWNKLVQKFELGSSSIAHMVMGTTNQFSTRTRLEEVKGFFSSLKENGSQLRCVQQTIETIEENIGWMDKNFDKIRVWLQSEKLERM
RAD54 branch – RAD54 (human) branch migration inhibition. RAD54 Holliday junction branch migration, FAM/BHQ fluorescence. AID 602329. 360,000 compounds, 0.14% hits. inhibition, % at 10.4 µM. Q92698;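 active = mean normalized replicate activity at least 40 and at least half of replicates scoring 40 or more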;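 note: 0% = median of neutral control wells and 100% = median of positive control wells; inhibitors cause a drop in the FAM fluorescence signal; in these data hits start at about 50%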
Xi reactivation – activators of X-chromosome reactivation in mouse fibroblasts; activation, % at 7.58 µM; XiGFP mouse fibroblasts, % GFP-positive cells imaging, 3 d; cells co-treated with 5-aza-dC sensitizer; scaled so ellipticine positive control = 100%; 360,000 compounds, 0.055% hits;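 active = mean normalized replicate activation at least 10% and every replicate at or above 10%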;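 note: 0% = median of on-plate neutral control wells and 100% = ellipticine 6 µM median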
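System: 68-5-11 XiGFP fibroblast line; Timing: 3 days compound exposure; Compound dosing: one concentration, pinned; Benchmarks: positive control ellipticine, 6 µM final; Buffer or medium: DMEM containing 5-aza-dC.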
CFTR F508del cor – correctors of CFTR F508del function in bronchial epithelial cells. CFBE cells, YFP halide quenching; stimulated with forskolin plus potentiator P3; % fluorescence drop versus neutral controls. 350,000 compounds, 0.36% hits. activity (quench increase), % at 7.58 µM. AID 720511;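 active = mean added fluorescence quench of at least 8% versus neutral control, with both replicates also reaching 8%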;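 note: cells transiently co-express mutant CFTR-F508del with the halide-sensitive YFP; corrector assay measuring rescue of mutant channel to the surface after 24 h compound exposure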
RAD52 anneal inh – inhibitors of human RAD52 DNA annealing; P43351; recombinant RAD52 DNA annealing, FRET fluorescence; inhibition, % at 18.7 µM; 360,000 compounds, 0.46% hits; AID 651710;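 active = every replicate showing at least 50% inhibition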
Starred values were filed as active, the others as inactive; i = inactive; . = not tested or not shown; & = joins results of further samples. Rows were taken by chance; 3.3% or so of the library scored in one or more.

SMILES	esBAF inh	GSIS activator	ARNT-TACC3 inh	ERAP1 HTS inh	RAD54 branch	Xi reactivation	CFTR F508del cor	RAD52 anneal inh
C[C@H](CO)N1C[C@H](C)[C@H](CN(C)Cc2ccc(Oc3ccccc3)cc2)Oc2c(NC(=O)C3CCCCC3)cccc2C1=O	6	-34	11	-3	-8	-0.1	-0.1	-28
Cc1nc2ccccc2c2oc(C(=O)Nc3ccc(C(C)C)cc3)cc12	.	-13	.	-1	.	0.0	-2.4	-24
O=C(CCCc1cccs1)Nc1nc(-c2ccc(F)cc2)cs1	.	2	.	-1	.	0.0	-0.6	-23
CS(=O)(=O)c1ccc(C(=O)NCC2(N3CCOCC3)CCCCC2)cc1	.	-8	-9	2	-5	-0.1	2.3	-23
CC(=O)N(C)C[C@H]1Oc2cc(C3=CCCC3)ccc2S(=O)(=O)N([C@H](C)CO)C[C@@H]1C	-2	12	-5	0	-6	0.1	-0.2	9
CCN(C(=O)COC(=O)/C=C/c1ccc(F)cc1)C1CCCCC1	.	-23	-16	2	.	-0.1	0.1	-10
Cn1cc(CN2CCc3c([nH]c4ccccc34)C2C(C)(C)C)cn1 (centres undefined)	.	-5	2	-2	.	0.6	-0.8	-19
O=C(Nc1cccc2ncccc12)C(Cl)(Cl)Cl	0	.	-2	3	0	.	-1.4	-6
COc1ccc(-n2cc(-c3ccccc3)[nH]c2=S)c(OC)c1	1	-10	-5	-1	-6	0.2	-0.5	-16
CCc1nc2ccc(C(=O)NCCCN3CCCC3=O)cn2c1N(C)C(=O)COc1ccccc1	-1	.	.	-3	-13	0.3	-0.8	0
Cc1ccccc1Nc1n[nH]c(C)c1[N+](=O)[O-]	.	5	2	3	2	-0.4	.	2
CCOC(=O)N1CCN(C(=S)Nc2cccc(C)c2C)CC1	.	25	-1	.	10	-0.1	.	.
CC(=O)Nc1ccc(CCNC(=O)c2ccc3ccccc3c2O)cc1	.	.	-9	-5	.	0.0	1.3	-4
N#Cc1ccc(-c2ccc(C3[C@H]4CNC[C@@H]3N4S(=O)(=O)c3ccc(-c4ccccc4)cc3)cc2)cc1 (some centres undefined)	.	12	.	-2	.	0.0	2.2	82*
O=C(CSc1nnc(COc2ccc(Cl)cc2Cl)o1)Nc1ccccn1	-11	6	-1	-4	-10	-0.2	-1.8	-15
OCCC1CN(Cc2ccccc2O)CCN1CCCc1ccccc1 (centres undefined)	-5	2	-3	-1	-4	0.3	-5.9	-7
O=C1c2ccccc2CSc2c(O)cccc21	.	31	.	0	-6	-0.1	-2.5	0
CN(C)CC#Cc1ccc([C@@H]2[C@@H](CO)N3CCCCN(C(=O)CN(C)C)C[C@@H]23)cc1	-6	2	.	1	-16	0.3	-1.0	71*
C[C@@H]1CCCCO[C@@H](CN(C)C(=O)Nc2ccc(C(F)(F)F)cc2)[C@H](C)CN([C@H](C)CO)C(=O)c2cc(NS(=O)(=O)c3ccccc3)ccc2O1	14	8	-2	-5	-5	0.5	-1.7	-3
O=C(Nc1ccccc1F)C1CC1c1ccccc1 (centres undefined)	.	.	-3	-7	.	1.0	.	-1

One compound at a time, from the list above:
CS(=O)(=O)c1ccc(C(=O)NCC2(N3CCOCC3)CCCCC2)cc1 as listed: esBAF inh = .; GSIS activator = -8; ARNT-TACC3 inh = -9; ERAP1 HTS inh = 2; RAD54 branch = -5; Xi reactivation = -0.1; CFTR F508del cor = 2.3; RAD52 anneal inh = -23
CN(C)CC#Cc1ccc([C@@H]2[C@@H](CO)N3CCCCN(C(=O)CN(C)C)C[C@@H]23)cc1 as listed: esBAF inh = -6; GSIS activator = 2; ARNT-TACC3 inh = .; ERAP1 HTS inh = 1; RAD54 branch = -16; Xi reactivation = 0.3; CFTR F508del cor = -1.0; RAD52 anneal inh = 71*

7 entries from above, ordered by their value in GSIS activator, ascending:
SMILES | GSIS activator
CCN(C(=O)COC(=O)/C=C/c1ccc(F)cc1)C1CCCCC1 | -23
COc1ccc(-n2cc(-c3ccccc3)[nH]c2=S)c(OC)c1 | -10
CS(=O)(=O)c1ccc(C(=O)NCC2(N3CCOCC3)CCCCC2)cc1 | -8
Cn1cc(CN2CCc3c([nH]c4ccccc34)C2C(C)(C)C)cn1 (centres undefined) | -5
Cc1ccccc1Nc1n[nH]c(C)c1[N+](=O)[O-] | 5
C[C@@H]1CCCCO[C@@H](CN(C)C(=O)Nc2ccc(C(F)(F)F)cc2)[C@H](C)CN([C@H](C)CO)C(=O)c2cc(NS(=O)(=O)c3ccccc3)ccc2O1 | 8
CC(=O)N(C)C[C@H]1Oc2cc(C3=CCCC3)ccc2S(=O)(=O)N([C@H](C)CO)C[C@@H]1C | 12

Next structures
SMILES	esBAF inh	GSIS activator	ARNT-TACC3 inh	ERAP1 HTS inh	RAD54 branch	Xi reactivation	CFTR F508del cor	RAD52 anneal inh
COc1ccc(S(=O)(=O)N(C)C[C@H]2Oc3ccc(N(C)C)cc3CC(=O)N([C@@H](C)CO)C[C@@H]2C)cc1	-6	9	-3	1	-31	0.1	0.1	2
CCCCn1nnnc1C1(C)CCC(=O)N1Cc1cccc(F)c1 (centres undefined)	.	12	.	6	.	-0.1	1.9	-10
CCCc1c(-c2ccc(OC)cc2)ncn1CCc1ccccc1OC	.	-37	.	1	.	0.1	6.5	-3
CC(C)CC#Cc1ccc2c(c1)O[C@H](CN(C)Cc1ccccc1F)[C@@H](C)CN([C@@H](C)CO)S2(=O)=O	-5	-10	5	-2	-2	-0.4	-2.0	24
Cc1nc(SCC(=O)Nc2cccc(Cl)c2)n[nH]1	2	-10	-10	2	4	.	.	-11
CCc1ccc(C(=O)Nn2cnc3ccccc3c2=O)cc1	9	4	-9	1	5	-0.1	-1.3	-12
CCCn1c(N)c(C(=O)COC(=O)CNC(=O)c2ccc(C)c(C)c2)c(=O)n(C)c1=O	8	.	1	1	5	0.2	1.3	-13
C[C@H]1CN([C@@H](C)CO)C(=O)c2cc(C3=CCCC3)cnc2O[C@@H]1CN(C)C(=O)C1CCOCC1	0	10	-9	1	-4	-0.3	1.4	0
C[C@@H]1CN([C@@H](C)CO)C(=O)c2cccc(NC(=O)c3ccncc3)c2O[C@H]1CN(C)Cc1ccc2c(c1)OCO2	4	0	-12	-2	-4	0.2	-0.4	8
CCN(CC)C(=O)Oc1nnc(SC(C)C)n1-c1ccc(Cl)c(Cl)c1	-18	4	4	-2	5	0.2	4.6	-3
Cc1ccc[n+](-c2nc([O-])sc2C=O)c1	.	14	-9	8	.	0.4	2.1	i
O=C(CCN1C(=O)[C@@H]2Cc3ccccc3CN2C1=O)N[C@H](Cc1ccccc1)C(=O)O	-11	11	5	-1	8	.	-14	-1
CO[C@@H]1CN(C)C(=O)c2cc(NC(C)=O)ccc2OC[C@H](C)N(Cc2cccc(F)c2)C[C@H]1C	3	3	10	1	-8	0.1	-1.5	-1
C/C(=N\NC(=O)C(N)=O)c1cccc([N+](=O)[O-])c1	.	4	2	-1	.	0.1	2.2	-2
COc1ccccc1NC(=O)Cn1nc(-c2ccc3c(c2)OCCO3)ccc1=O	.	1	-6	13	.	0.1	-0.9	-35
COc1ccc(Cn2c(=S)[nH]c3cc(C(=O)N4CCCCC4)ccc3c2=O)cc1	11	-7	-2	-5	-5	0.0	-1.7	-20
O=c1c2ccccc2c(-c2ccc(O)cc2)nn1-c1cccc(C(F)(F)F)c1	.	-10	1	.	10	0.2	.	.
Clc1ccc2c(N/N=C/c3cccc(Br)c3)ccnc2c1	.	-2	12	0	2	0.0	.	-12
COc1ccc(N(C)C(=O)c2cn(CC(C)C)c(=O)c3cc(OC)c(OC)cc23)c(OC)c1	-4	0	21	-4	3	0.0	-1.1	1
O=C(CCN1C(=O)/C(=C/c2ccccc2Cl)SC1=S)NC1=NCCS1	.	-8	5	-1	.	0.0	2.2	-71
COCCn1c(CN2CCc3ccccc3C2)nc2c1c(=O)n(C)c(=O)n2C	.	8	22	3	.	0.2	-0.6	-14
Cc1nc(NCCc2ccc(F)cc2)c(C#N)c(C)c1[N+](=O)[O-]	.	.	-3	-1	.	0.1	.	-15
Cc1ccc(F)c(NC(=O)/C(C#N)=C(\O)c2ccc(C(C)(C)C)cc2)c1	.	-13	1	6	.	0.3	0.0	-16
C[C@H](CO)N1C[C@H](C)[C@H](CN(C)CC2CC2)Oc2ccc(NC(=O)C3CC3)cc2CC1=O	1	6	1	1	-2	0.2	-2.5	3
Cc1ccc(NC(=O)c2cc(S(=O)(=O)NCC3CCCO3)ccc2F)cc1 (centres undefined)	-1	.	.	-2	3	-0.1	0.2	3
COc1cc(C(=O)NNC(=O)/C=C/c2ccco2)cc(OC)c1OC	2	2	-2	-1	-6	0.0	-0.6	-29
CCc1c(C)sc(NC(=O)CN2CCN(C(=O)c3ccco3)CC2)c1C(=O)OC	3	.	6	-6	-4	-0.1	1.5	-12
CCOc1ccccc1NC(=S)N1CCN(c2ccc(OC)cc2)CC1	-3	21	8	1	2	-0.1	1.0	-30
COc1ccc(-n2nnnc2SCC(=O)NC2CCCC2)cc1OC	-2	-8	-2	3	-4	0.4	1.9	-8
C[C@@H]1CN([C@H](C)CO)C(=O)c2cc(NC(=O)NC3CCCCC3)ccc2O[C@@H](C)CCCCO[C@@H]1CN(C)S(=O)(=O)c1ccccc1	-1	-2	0	3	4	0.3	0.3	-14
COc1ccc(CC(=O)Nc2ccccc2Oc2ccccc2)cc1	.	-5	.	1	.	-0.1	0.6	-2
CC(=O)Nc1c(Cl)c(Cl)c2c(c1Cl)Cc1cc(Cl)ccc1-2	8	22	.	4	.	0.0	1.0	-14
Cc1ccccc1C(=O)c1cccn1CC(=O)NCc1ccc(F)cc1	2	18	1	-1	2	0.2	-1.3	2
CCOC(=O)/C=C/c1cccc(OC)c1O	.	-8	.	0	.	0.0	-1.3	-8
CCCNC(=O)N1C[C@H](C)[C@H](OC)CN(C)C(=O)c2cc(NC(=O)CCC)ccc2OC[C@@H]1C	-14	2	.	.	.	0.1	0.1	.
COc1cc(NC(=O)c2c(F)cccc2F)c(Cl)cc1Cl	.	-24	.	0	.	0.2	-1.3	-8
C=C(C)c1cccc(C(C)(C)NC(=O)Nc2ccc(C(N)=O)cc2)c1	.	3	.	-7	.	0.5	2.4	3
Cc1ccnc2c1NC(=O)c1cccnc1N2C1CC1	-4&-11	.	-6&-1	0	-21&24	0.0	0.8	48
CCOC(=O)c1ccc(Nc2cc(C)nc(-c3ccccc3)n2)cc1	11	-19	8	0	-3	0.1	3.6	-5
CC1CN(S(=O)(=O)c2ccccc2)CN1C(=O)N1CCOCC1 (centres undefined)	1	10	-2	2	0	0.3	-3.0	-4
Cc1noc(C)c1S(=O)(=O)N(C)C[C@@H]1Oc2ccc(NS(=O)(=O)c3ccccc3)cc2CC(=O)N([C@@H](C)CO)C[C@H]1C	-1	1	-8	2	3	2.3	2.2	4
Cc1ccccc1-c1ccc([C@H]2[C@H]3CN(C(=O)Nc4ccc(F)cc4)CC(=O)N3[C@H]2CO)cc1	.	-10	.	.	.	0.1	1.9	-2
CCN1[C@@H]2c3ccc(-c4ccccc4OC)c(=O)n3C[C@@H]2[C@@H](CO)[C@@H]1C(=O)NCc1ccccc1	-2	8	20	-2	1	0.4	1.8	-1
COc1ccc(C)cc1NS(=O)(=O)c1ccc(NS(=O)(=O)c2ccc(NC(C)=O)cc2)cc1	-2	-1	-4	2	4	.	-2.1	2
CCOc1ccccc1-c1cc(C(=O)N2CCOCC2)c2ccccc2n1	-2	1	1	-7	17	-0.1	-0.5	-9
N#CCC(=O)N1CCN(Cc2ccc3c(c2)OCO3)CC1	.	14	.	.	-7	0.0	1.1	-4
O=C(CN1CCOCC1)Nc1c(C(=O)C2CC2)oc2ccccc12	4	13	-8	-2	2	0.1	.	-3
